sEH inh: blocks human soluble epoxide hydrolase activity. recombinant human sEH enzymatic activity assay. AID 707. P34913. 91,000 tested, 0.34% active. inhibition, % at 2 µM; in the data active means inhibition above about 80%; further: values of inactives mirror those of a sister screen read the other way; many of its hits are not listed in these tables
Target sequence (P34913 whole entry, looked up): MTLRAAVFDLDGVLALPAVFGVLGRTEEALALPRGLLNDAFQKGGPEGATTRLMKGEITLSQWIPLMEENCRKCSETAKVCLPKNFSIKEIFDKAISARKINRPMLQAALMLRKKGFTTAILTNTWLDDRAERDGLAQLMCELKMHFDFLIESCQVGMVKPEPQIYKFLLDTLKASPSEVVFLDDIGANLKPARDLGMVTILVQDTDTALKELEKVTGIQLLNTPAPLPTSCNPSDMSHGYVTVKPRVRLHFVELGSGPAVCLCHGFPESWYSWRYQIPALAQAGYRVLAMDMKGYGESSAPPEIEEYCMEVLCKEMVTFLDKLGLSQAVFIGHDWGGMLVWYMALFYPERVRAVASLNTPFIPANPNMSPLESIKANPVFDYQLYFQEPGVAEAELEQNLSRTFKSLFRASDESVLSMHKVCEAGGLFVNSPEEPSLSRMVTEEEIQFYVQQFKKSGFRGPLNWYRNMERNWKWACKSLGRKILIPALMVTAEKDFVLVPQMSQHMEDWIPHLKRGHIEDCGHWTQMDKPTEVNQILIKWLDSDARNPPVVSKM
H69AR inhibit: growth inhibitors of human H69AR lung tumor cells; AID 598; viability, % at 10 µM; 85,000 tested, 6% active; H69AR lung tumor viability, ATP luminescence, 72 h; active compounds read low;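 active means viability at or below 40%; inactive means viability above 40%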;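 further: multidrug resistant small cell line overexpressing MRP-1 efflux transporter; 100% = mean luminescence of untreated control wells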
PTPN22 act: LYP (human) phosphatase activation | recombinant LYP, DiFMUP fluorescence; 0 = plate median, 100 = signal doubled | Q9Y2R2 | AID 697 | 96,000 tested, 0.11% active | activation, % at 2 µM;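 active means activation at 2 µM above a set limit, the mean plus 5 SD, cut at about 37% in these data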
PostGolgi ctrl: yeast control strain growth, post-Golgi counter-screen; AID 738; efflux-deficient yeast background strain, growth absorbance A615, 16 h; inhibition, % at 10 µM; 98,000 tested, 5% active; in the data active means inhibition above about 30%
S1P2 agonist: agonists of human S1P2 receptor; O95136; S1P2-expressing cell line, agonist reporter read-out; activation, % at 4.5 µM; 97,000 tested, 0.46% active; in the data active means activation above about 16%;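 further: 0% = vehicle low control and 100% = maximal reference agonist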
Target sequence (O95136 whole entry, looked up): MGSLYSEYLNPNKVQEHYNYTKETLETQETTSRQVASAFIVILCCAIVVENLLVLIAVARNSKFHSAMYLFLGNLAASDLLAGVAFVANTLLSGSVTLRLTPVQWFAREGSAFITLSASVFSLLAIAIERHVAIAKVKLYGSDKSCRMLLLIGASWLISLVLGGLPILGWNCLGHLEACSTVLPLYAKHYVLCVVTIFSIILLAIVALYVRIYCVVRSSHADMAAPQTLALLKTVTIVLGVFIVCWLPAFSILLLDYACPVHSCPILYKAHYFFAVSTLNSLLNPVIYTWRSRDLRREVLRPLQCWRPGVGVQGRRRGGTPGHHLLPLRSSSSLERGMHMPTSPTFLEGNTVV
sEH act: activators of human soluble epoxide hydrolase. purified human sEH enzymatic activity, activator screen. 91,000 tested, 0.04% active. AID 717. activation, % at 2 µM. P34913; in the data active means activation above about 37%; further: values of inactives mirror those of a sister screen read the other way
HUVEC prolif 384: human endothelial cell proliferation inhibition; HUVEC proliferation, CellTiter-Glo luminescence, 72 h; active compounds read low; viability, % at 10 µM (by protocol); 86,000 tested, 1.1% active;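 active means viability at or below 30%; inactive means viability above 30%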;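 further: 100% = median luminescence of DMSO-only cell control wells on each plate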
Lung fibro prol: blocks proliferation of human lung fibroblasts; viability, % at 10 µM; LL 47 human lung fibroblast viability, ATP luminescence; active compounds read low; 85,000 tested, 1.1% active; AID 719;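 active means viability at or below 50% in the single dose screen; inactive means viability above 50%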;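 further: compound exposure lasted 72 h before the ATP readout; 100% = median luminescence of untreated cell-only wells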
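Assay system: human lung fibroblast line LL 47, low passage. Input: 1,150 fibroblasts seeded per well. Times: overnight cell rest, 72 h compound treatment at 37 °C. Evaluation: % viability of median cell-only signal. Technique: luminescent ATP detection, CellTiter-Glo. Control set: cell-only wells, no compound.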
S1P2 blocker: antagonists of human S1P2 receptor; inhibition, % at 5 µM; O95136; 97,000 tested, 0.21% active; cell-based S1P2 antagonist assay, inhibition at 5 uM; in the data active means inhibition above about 45%;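 further: CRE beta-lactamase reporter cells expressing human S1P2 stimulated with S1P; 0% = agonist at EC80 alone and 100% = agonist plus reference antagonist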
* marks the source's active call; other numbers are inactive results; / = not tested or not shown. An excerpt (hit frequency here may not be typical).

1	CCOC(=O)C(=Cc1ccc(-c2ccsc2C(=O)OC)o1)C(=O)OCC
2	CCc1nnc(NC(=O)c2cc3c(s2)CCCCC3)s1
3	O=C(CSc1cn(CCNC(=O)c2cccs2)c2ccccc12)NCc1ccccc1
4	COc1cccc(CC(=O)Nn2c(C)nc3ccccc3c2=O)c1
5	Cc1cc(C)cc(N(CC(=O)NCC2CCCO2)C(=O)CN2C(=O)COc3ccccc32)c1 (configuration not stated)
6	CCCOc1ccc(NC(=O)CC2C(=O)N(CC)C(=S)N2Cc2cccs2)cc1 (configuration not stated)
7	Cc1onc(-c2ccccc2Cl)c1C(=O)Nc1cccnc1
8	Cc1ccc(NC(=O)N2CCC(C(=O)NCCC3=CCCCC3)CC2)cc1
9	Cc1ccc(NC(=O)CS(=O)CC(=O)NCC2OCCc3ccccc32)c(C)c1 (configuration not stated)
10	CCCn1c(N)c(C(c2ccc(OC)cc2)N2CCN(c3ccccc3)CC2)c(=O)[nH]c1=O (configuration not stated)
compound no.	1	2	3	4	5	6	7	8	9	10
sEH inh	-2	6	25	-19	-5	-3	0	38	15	-6
H69AR inhibit	/	57	65	105	87	/	92	99	95	69
PTPN22 act	11	-16	1	-3	-2	0	1	0	0	-1
PostGolgi ctrl	8	/	1	7	24	14	-4	6	-5	-8
S1P2 agonist	2	-6	-9	1	-7	-2	-2	-2	-7	-6
sEH act	1	-6	-23	21	5	4	4	-39	-14	5
HUVEC prolif 384	/	83	96	98	102	/	97	72	96	93
Lung fibro prol	/	/	99	105	104	/	105	94	94	89
S1P2 blocker	7	15	8	-19	4	-3	-3	21	12	-15

Sorted by length of the SMILES (highest first): some entries from above
9	Cc1ccc(NC(=O)CS(=O)CC(=O)NCC2OCCc3ccccc32)c(C)c1 (configuration not stated)
3	O=C(CSc1cn(CCNC(=O)c2cccs2)c2ccccc12)NCc1ccccc1
4	COc1cccc(CC(=O)Nn2c(C)nc3ccccc3c2=O)c1
compound no.	9	3	4
sEH inh	15	25	-19
H69AR inhibit	95	65	105
PTPN22 act	0	1	-3
PostGolgi ctrl	-5	1	7
S1P2 agonist	-7	-9	1
sEH act	-14	-23	21
HUVEC prolif 384	96	96	98
Lung fibro prol	94	99	105
S1P2 blocker	12	8	-19

Next structures follow.
11	CCN(CC)CCN1C(=O)C(=O)/C(=C(/O)c2cccc(OC)c2)C1c1ccccn1 (configuration not stated)
12	Cc1ccc(/C=C/C(=O)c2cc(Br)ccc2OC(=O)c2ccco2)cc1
13	O=C(Nc1ccc(C(=O)Oc2ccccc2)c(O)c1)c1ccco1
14	N#CC(c1ccc(O)cc1)N1CCOCC1 (configuration not stated)
15	O=C(Oc1ccccc1)c1ccc2nsnc2c1
16	COC(=O)CNC(=O)CNC(=O)c1nn(-c2ccc(OC)c(Cl)c2)c(=O)c2ccccc12
17	O=C(c1ccc2c(=O)n3c(nc2c1)CCCCC3)N1CCN(Cc2ccccc2)CC1
18	CCCn1c(OC)nc2c1c(=O)n(C)c(=O)n2C
19	Cn1c(=O)c2c(nc(N3CCOCC3)n2C)n(C)c1=O
20	Cc1sc2nc(C3CC3)nc(N3CCN(S(=O)(=O)c4ccc(F)cc4)CC3)c2c1C
compound no.	11	12	13	14	15	16	17	18	19	20
sEH inh	-8	-17	2	20	13	-1	-1	/	17	-4
H69AR inhibit	94	/	62	97	84	/	87	83	85	64
PTPN22 act	-1	4	-2	10	-3	4	-14	/	3	-10
PostGolgi ctrl	1	28	26	/	/	35*	10	7	3	25
S1P2 agonist	-3	-8	-3	-1	-7	-1	-1	/	-8	-5
sEH act	7	20	-2	-16	-10	-2	3	/	-16	2
HUVEC prolif 384	100	/	86	99	92	/	107	95	106	89
Lung fibro prol	96	/	96	93	101	/	103	94	99	92
S1P2 blocker	14	11	12	-29	-8	-17	-31	/	0	-8

21	O=c1[nH]cnc2c1oc1ccccc12
22	Cc1ccnc(NC(=O)c2ccccc2NC(=O)C(C)(C)C)c1
23	COC(=O)c1ccc(NC(=O)CN2CCN(S(=O)(=O)c3cc(Cl)ccc3OC)CC2)cc1
24	Cc1[nH]nc(-c2ccc(O)cc2O)c1Oc1ccccc1
25	Brc1ccc(OCc2nc(-c3ccccn3)n[nH]2)cc1
26	CSc1ncccc1C(=O)OCc1ccccc1F
27	CCOC(=O)c1sc(NC(=O)COC(=O)c2ccco2)nc1C
28	O=P(C1=C(N2CCOCC2)/C(=C\c2ccccc2)CC1)(N1CCOCC1)N1CCOCC1
29	N#CC1=C(N)C(C#N)(C#N)C2(C(=O)Nc3ccccc32)C2CCCC=C12 (configuration not stated)
30	O=C(NC1(C(F)(F)F)C(=O)Nc2c1c(=O)[nH]c(=O)n2Cc1ccccc1)c1ccc(Cl)cc1Cl (configuration not stated)
compound no.	21	22	23	24	25	26	27	28	29	30
sEH inh	-4	1	10	/	1	4	13	1	/	-3
H69AR inhibit	91	20*	/	36*	53	90	100	93	71	91
PTPN22 act	10	7	6	/	-11	0	-1	-9	/	9
PostGolgi ctrl	8	/	22	21	5	36*	16	2	-2	3
S1P2 agonist	-5	0	-5	/	-3	-2	-7	-9	/	0
sEH act	5	0	-10	/	-2	-5	-9	0	/	2
HUVEC prolif 384	87	62	/	81	41	102	88	93	79	101
Lung fibro prol	92	/	/	85	75	/	94	95	85	100
S1P2 blocker	18	-3	14	/	11	-24	20	0	/	5

Part of the list above in another layout.
Order of results: sEH inh | H69AR inhibit | PTPN22 act | PostGolgi ctrl | S1P2 agonist | sEH act | HUVEC prolif 384 | Lung fibro prol | S1P2 blocker
(19) Cn1c(=O)c2c(nc(N3CCOCC3)n2C)n(C)c1=O
    17 | 85 | 3 | 3 | -8 | -16 | 106 | 99 | 0
(20) Cc1sc2nc(C3CC3)nc(N3CCN(S(=O)(=O)c4ccc(F)cc4)CC3)c2c1C
    -4 | 64 | -10 | 25 | -5 | 2 | 89 | 92 | -8
(21) O=c1[nH]cnc2c1oc1ccccc12
    -4 | 91 | 10 | 8 | -5 | 5 | 87 | 92 | 18
(22) Cc1ccnc(NC(=O)c2ccccc2NC(=O)C(C)(C)C)c1
    1 | 20* | 7 | / | 0 | 0 | 62 | / | -3
(23) COC(=O)c1ccc(NC(=O)CN2CCN(S(=O)(=O)c3cc(Cl)ccc3OC)CC2)cc1
    10 | / | 6 | 22 | -5 | -10 | / | / | 14
(24) Cc1[nH]nc(-c2ccc(O)cc2O)c1Oc1ccccc1
    / | 36* | / | 21 | / | / | 81 | 85 | /
(25) Brc1ccc(OCc2nc(-c3ccccn3)n[nH]2)cc1
    1 | 53 | -11 | 5 | -3 | -2 | 41 | 75 | 11
(26) CSc1ncccc1C(=O)OCc1ccccc1F
    4 | 90 | 0 | 36* | -2 | -5 | 102 | / | -24
(27) CCOC(=O)c1sc(NC(=O)COC(=O)c2ccco2)nc1C
    13 | 100 | -1 | 16 | -7 | -9 | 88 | 94 | 20
(28) O=P(C1=C(N2CCOCC2)/C(=C\c2ccccc2)CC1)(N1CCOCC1)N1CCOCC1
    1 | 93 | -9 | 2 | -9 | 0 | 93 | 95 | 0
(29) N#CC1=C(N)C(C#N)(C#N)C2(C(=O)Nc3ccccc32)C2CCCC=C12 (configuration not stated)
    / | 71 | / | -2 | / | / | 79 | 85 | /

Next structures follow:
31	CCc1nccn1S(=O)(=O)c1cc(Br)ccc1OC
32	c1ccc(COc2ccc(OCCCNC3CCCC3)cc2)cc1
33	COc1ccc(CN(CCCN2CCOCC2)C(=O)Nc2cccc(Cl)c2)cc1OC
34	O=C(Nc1ccc(NC(=O)C23CC4CC(CC(C4)C2)C3)cn1)c1ccco1
35	COc1ccc(C(=O)N(Cc2ccco2)C(C(=O)NC2CCCC2)c2ccc(O)cc2)cc1OC (configuration not stated)
36	O=CN1Cc2[nH]c3ccccc3c2N(c2ccc(Cl)cc2)C1=O
37	O=C(NCc1cccnc1)C1c2ccccc2C(=O)N1C1CCCCCCC1 (configuration not stated)
38	Cc1cc(C)nc(SCNC(=O)c2ccccc2)n1
39	Cc1nn(Cc2ccc(Cl)cc2)c(C)c1NC(=O)C1CC=CCC1C(=O)O (configuration not stated)
40	N#CCCCSc1nnc(Cc2ccc3c(c2)OCO3)o1
compound no.	31	32	33	34	35	36	37	38	39	40
sEH inh	6	9	/	4	-1	-7	/	-2	1	-4
H69AR inhibit	96	40*	61	64	73	81	89	/	102	107
PTPN22 act	-2	10	-1	4	0	0	6	9	-2	-6
PostGolgi ctrl	3	11	6	8	-5	5	34*	/	-13	/
S1P2 agonist	0	-10	-2	-6	-5	-14	-6	-3	-7	-2
sEH act	-8	-7	/	-5	-1	9	/	5	-3	6
HUVEC prolif 384	99	59	97	84	95	89	96	/	102	100
Lung fibro prol	98	76	95	103	104	98	98	/	109	97
S1P2 blocker	-29	21	-9	15	11	7	-1	-2	16	0

41	Cc1cc(NC(=O)CSc2nnc3c4c(C)c(C)sc4ncn23)no1
42	CC(=O)NCCn1c(SCc2ccc(C)cc2C)nc2ccccc2c1=O
43	Cc1ccc(S(=O)(=O)N(CC(=O)N2CCC(C(N)=O)CC2)c2cccc(C(F)(F)F)c2)cc1
44	O=C(Cn1nnc(-c2ccccc2)n1)N1CCN(S(=O)(=O)c2ccc(Cl)cc2)CC1
45	CC(C)CC(OC(=O)c1nsc(Cl)c1Cl)C(=O)NCc1cccs1 (configuration not stated)
46	O=c1[nH]c(CN2CCN(Cc3ccccc3)CC2)nc2sc3c(c12)CCC3
47	COc1ccc(OC(C)C(=O)N2CCC(C)CC2)cc1 (configuration not stated)
48	O=C(c1cn[nH]c1)c1cc(F)ccc1O
49	COCCCNC(=O)c1c(N)n(-c2ccc3c(c2)OCO3)c2nc3ccccc3nc12
50	O=C(O)c1ccc(C(=O)O)c(C(=O)c2ccccc2)c1
compound no.	41	42	43	44	45	46	47	48	49	50
sEH inh	3	-3	-25	12	3	/	-8	3	16	8
H69AR inhibit	79	66	87	/	94	87	98	86	28*	91
PTPN22 act	36	8	13	1	0	11	9	-4	22	2
PostGolgi ctrl	-5	33*	5	6	/	/	5	-3	10	2
S1P2 agonist	-2	-1	0	-5	-1	0	-5	-4	5	-2
sEH act	-1	5	22	-13	0	/	5	-2	-15	-6
HUVEC prolif 384	92	97	95	/	99	88	108	90	70	110
Lung fibro prol	95	85	96	/	102	91	109	90	75	105
S1P2 blocker	14	-8	-5	8	-32	-12	-14	-9	-25	3

51	CCCCNC(=O)c1cnc2n(c1=O)CCS2
52	CS(=O)(=O)N(CC(=O)NC1CCCCC1)Cc1ccc(Cl)cc1
53	CC(NC(=O)Cc1cccs1)C(c1cccs1)N1CCOCC1 (configuration not stated)
54	CCn1nnc(NC(=O)COc2ccc(C3CCCCC3)cc2)n1
55	COc1ccccc1OCCCc1c(C)n[nH]c1C
56	O=C(NCc1ccc(Cl)cc1)c1cc(=O)nc2sc(-c3ccccc3)nn12
57	CCN1CCN(Cc2nc3c(c(=O)n(C)c(=O)n3C)n2C(C)C(C)=O)CC1 (configuration not stated)
58	Cc1cccc(-c2nc(CN3CCCC(C(=O)NC4CCCC4)C3)c(C)o2)c1 (configuration not stated)
59	COc1ccccc1Oc1cc(F)nc(N)n1
60	CCC(C)N1CCCC1C(=O)Nc1c(C)cc(C)cc1C (configuration not stated)
61	COc1oc(-c2ccccc2)nc1C(F)(F)F
62	O=S(=O)(c1ccc(S(=O)(=O)N(Cc2ccccc2)Cc2ccco2)cc1)N1CCCC1
63	COc1ccc(C(=O)NCC(c2cccnc2)N2CCN(c3ccc(F)cc3)CC2)cc1OC (configuration not stated)
compound no.	51	52	53	54	55	56	57	58	59	60	61	62	63
sEH inh	-2	-6	-1	3	16	-3	6	14	-5	7	5	13	-11
H69AR inhibit	/	100	91	103	92	73	85	73	/	97	94	73	/
PTPN22 act	8	-8	-2	-6	-2	4	0	7	1	-5	9	-11	9
PostGolgi ctrl	3	20	/	8	100*	5	-21	24	5	/	1	/	-1
S1P2 agonist	-10	-2	-2	0	-4	-4	-7	-3	0	-4	-2	-4	-2
sEH act	5	4	1	-1	-15	0	-4	-11	3	-2	1	-8	10
HUVEC prolif 384	/	93	87	112	98	61	94	86	/	103	99	73	/
Lung fibro prol	/	91	93	103	92	76	98	88	/	98	97	84	/
S1P2 blocker	-1	-3	-18	-6	6	-6	13	-6	3	1	-4	-2	12

Assay outcomes (PubChem)
